MOR-DOR inv ag: inverse agonists of human mu-delta opioid receptor heterodimerization; P35372+P41143; cell-based MOR-DOR heterodimer luminescence, inverse agonism; inhibition, % at 9.3 µM; 0.21% of 340,000 active; AID 504357; in the data active means inhibition above about 22%, passing the limit was not always enough;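 further: 0% = cells with DMSO and 100% = wells without cells with DMSO; values of inactives mirror those of a sister screen read the other way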
V-ATPase pHluor: regulators of yeast V-ATPase proton transport | S. cerevisiae, pHLuorin cytosolic pH fluorescence | response, % at 10 µM | 0.37% of 350,000 active; in the data active means response mostly above about 7.3%, no sharp cut-off; inactive means mostly below about 5.4%; further: actives read high; inactives centre near 0; some compounds called inactive have numbers as strong as hits; reference of the scale not given here
Cardiac RTF inh: cardiac RTF calcium desensitization; P19429+P45379; IANBD-labeled cardiac RTF, Ca2+ fluorescence; inhibition, % at 7.15 µM; 0.12% of 340,000 active;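 active means inhibition above the mean inhibition of all tested compounds plus 3 SD, cut at about 17% in these data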;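 further: assay run at fixed EC70 calcium of 1.6 mM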
OPRM1-OPRD1 ag: OPRM1-OPRD1 heterodimerization agonism. AID 504326. P35372+P41143. activation, % at 9.3 µM. 0.3% of 340,000 active. cells, luminescence; in the data active means activation above about 18%;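 further: 0% = vehicle-treated cells and 100% = reference agonist; values of inactives mirror those of a sister screen read the other way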
LANA DNA inh: KSHV C-LANA DNA binding inhibition; MBP-C-LANA/FAM-LBS DNA binding, fluorescence polarization; 0.078% of 340,000 active; inhibition, % at 9 µM;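 active means highest replicate inhibition at or above 60% at 9 µM, even if other replicates fall short; inactive means all replicates below 60% inhibition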;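 further: 0% = neutral control wells and 100% = 4 µM acridine orange control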
HTR5A inv ctr: counter-screen for OPRM1-OPRD1 inverse agonists: human HTR5A inverse agonism. P47898. HTR5A cell line, luminescence. inhibition, % at 9.3 µM. 0.083% of 340,000 active. AID 504634; in the data active means inhibition mostly above about 23%, no sharp cut-off; inactive means mostly below about 18%;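 further: 0% = cells with DMSO and 100% = no-cell wells with DMSO; some compounds called inactive have numbers as strong as hits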
Target sequence (P47898 whole entry, looked up): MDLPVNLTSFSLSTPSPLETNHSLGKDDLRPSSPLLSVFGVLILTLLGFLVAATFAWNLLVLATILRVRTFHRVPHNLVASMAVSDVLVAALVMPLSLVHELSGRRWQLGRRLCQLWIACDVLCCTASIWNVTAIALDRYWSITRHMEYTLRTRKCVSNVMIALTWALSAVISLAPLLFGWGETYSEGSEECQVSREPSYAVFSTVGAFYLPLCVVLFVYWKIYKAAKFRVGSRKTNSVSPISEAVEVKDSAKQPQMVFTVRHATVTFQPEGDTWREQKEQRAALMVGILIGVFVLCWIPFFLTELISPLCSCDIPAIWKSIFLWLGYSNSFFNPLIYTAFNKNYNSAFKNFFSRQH
RTF Ca sens act: cardiac RTF calcium sensitization | P19429+P45379 | IANBD-labeled TnC RTF fluorescence at EC20 calcium; 0% EC20 calcium, 100% full calcium | activation, % at 7.2 µM | 0.24% of 340,000 active | AID 493008;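 active means activation above the mean over all tested compounds plus 3 SD, cut at about 30% in these data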;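 further: rise in fluorescence read as greater calcium sensitivity of cardiac thin filaments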
Keap1 Nrf2 FP: inhibitors of human Keap1-Nrf2 protein-protein interaction; Q14145; Keap1 Kelch-Nrf2 peptide fluorescence polarization, 1536-well; inhibition, % at 9.4 µM; 0.15% of 340,000 active; AID 504523; in the data active means inhibition above about 12%;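 further: human Keap1 Kelch domain with fluorescein labeled Nrf2 9mer peptide probe; 0% = neutral control wells and 100% = peptide positive control; higher means more block of Keap1 binding to Nrf2 peptide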
Target sequence (Q14145 whole entry, looked up, the tested form may be a part): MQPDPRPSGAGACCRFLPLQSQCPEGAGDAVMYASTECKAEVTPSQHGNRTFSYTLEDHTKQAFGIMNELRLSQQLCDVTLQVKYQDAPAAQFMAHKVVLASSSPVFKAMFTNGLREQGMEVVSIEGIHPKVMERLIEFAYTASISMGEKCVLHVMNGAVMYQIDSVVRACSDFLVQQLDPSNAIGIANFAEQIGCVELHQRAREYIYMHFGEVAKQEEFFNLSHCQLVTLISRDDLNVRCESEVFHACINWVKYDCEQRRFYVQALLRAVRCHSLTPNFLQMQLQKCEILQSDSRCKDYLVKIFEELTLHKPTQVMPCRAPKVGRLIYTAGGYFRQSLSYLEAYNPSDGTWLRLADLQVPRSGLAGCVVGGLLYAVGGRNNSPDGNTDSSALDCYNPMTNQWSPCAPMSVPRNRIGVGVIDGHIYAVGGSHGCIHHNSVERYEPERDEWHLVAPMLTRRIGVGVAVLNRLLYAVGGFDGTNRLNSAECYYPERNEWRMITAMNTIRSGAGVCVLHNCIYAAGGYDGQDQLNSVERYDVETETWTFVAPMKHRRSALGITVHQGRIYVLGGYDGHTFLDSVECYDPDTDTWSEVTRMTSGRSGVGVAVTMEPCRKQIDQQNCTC
CAL-PDZ inh HTS: CAL PDZ (human) peptide binding inhibition; 0.92% of 300,000 active; Q9HD26; inhibition, % at 24.9 µM; purified CAL PDZ, TMR-peptide fluorescence polarization, 1 h;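 active means mean inhibition of at least 30% with at least half of replicates also reaching 30%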;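 further: 0% = DMSO neutral control and 100% = excess unlabeled competitor peptide PRC23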
HTR5A ag: counter-screen for OPRM1-OPRD1 agonists: human HTR5A agonism | P47898 | HTR5A agonist assay, luminescence, cell-based | activation, % at 9.3 µM | 0.61% of 340,000 active | AID 504692; in the data active means activation mostly above about 9.5%, no sharp cut-off; inactive means mostly below about 7.6%;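 further: 0% = cells with vehicle only and 100% = reference agonist; strong numbers were not always called active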
Numbers without * were called inactive.

How did COc1cccc(-c2nc(CS(=O)(=O)CC(=O)N3CCN(C4CCCCC4)CC3)c(C)o2)c1 do in these assays?
MOR-DOR inv ag: -14.0; V-ATPase pHluor: -3.4; Cardiac RTF inh: -4.2; OPRM1-OPRD1 ag: 2.4; LANA DNA inh: 0.9; HTR5A inv ctr: -16.6; RTF Ca sens act: 5.3; Keap1 Nrf2 FP: -7.5; CAL-PDZ inh HTS: -4.0; HTR5A ag: 5.5

What do the screens show for `COc1ccc(/C=N/NC2=NS(=O)(=O)c3ccccc32)cc1`?
MOR-DOR inv ag: 12.5; V-ATPase pHluor: 2.7; Cardiac RTF inh: -6.2; OPRM1-OPRD1 ag: -2.8; LANA DNA inh: 2.4; HTR5A inv ctr: 8.3; RTF Ca sens act: -3.8; Keap1 Nrf2 FP: -2.1; CAL-PDZ inh HTS: -1.1; HTR5A ag: -2.3

What do the screens show for `CCOC(=O)CN(Cc1sccc1C)C(=O)Nc1cccc(OC)c1`?
MOR-DOR inv ag: 12.6; V-ATPase pHluor: 0.7; Cardiac RTF inh: -3.3; OPRM1-OPRD1 ag: -2.1; LANA DNA inh: -0.4; HTR5A inv ctr: 4.2; RTF Ca sens act: -1.0; Keap1 Nrf2 FP: -1.8; CAL-PDZ inh HTS: 2.0; HTR5A ag: -1.6

What do the screens show for `Cc1sc(NC(=O)CN(Cc2ccc(F)cc2)C(=O)C(C)C)c(C(N)=O)c1C`?
MOR-DOR inv ag: 8.1; V-ATPase pHluor: 0.2; Cardiac RTF inh: 3.2; OPRM1-OPRD1 ag: -1.4; LANA DNA inh: 4.1; HTR5A inv ctr: -18.2; RTF Ca sens act: -1.2; Keap1 Nrf2 FP: 4.0; CAL-PDZ inh HTS: -2.5; HTR5A ag: 7.8

Results for O=C(O)C(F)(F)S(=O)(=O)O ?
MOR-DOR inv ag: 2.1; V-ATPase pHluor: 0.4; Cardiac RTF inh: -14.4; OPRM1-OPRD1 ag: -0.4; LANA DNA inh: 2.2; HTR5A inv ctr: -16.8; RTF Ca sens act: 4.9; Keap1 Nrf2 FP: 0.2; CAL-PDZ inh HTS: -2.0; HTR5A ag: 4.5

What do the screens show for `COc1ccc(S(=O)(=O)N(CC(=O)NC2CC3CCC2C3)c2ccccc2OC)cc1` (configuration not stated)?
MOR-DOR inv ag: -22.1; V-ATPase pHluor: 8.0; Cardiac RTF inh: 11.0; OPRM1-OPRD1 ag: 2.9; LANA DNA inh: -0.1; HTR5A inv ctr: -4.5; RTF Ca sens act: -2.0; Keap1 Nrf2 FP: -2.5; HTR5A ag: 1.7

How did CC(=O)c1cn(CC(=O)Nc2ccccc2Cl)c2ccccc12 do in these assays?
MOR-DOR inv ag: 0.2; V-ATPase pHluor: -2.5; Cardiac RTF inh: -5.6; OPRM1-OPRD1 ag: 0.0; LANA DNA inh: 1.2; HTR5A inv ctr: 20.1; RTF Ca sens act: -0.3; Keap1 Nrf2 FP: -1.8; HTR5A ag: -0.1

What do the screens show for `CCOc1ccc(Nc2c3ccccc3nc3ccccc23)cc1`?
MOR-DOR inv ag: -99.9; V-ATPase pHluor: -2.9; Cardiac RTF inh: 2.3; OPRM1-OPRD1 ag: 19.6*; LANA DNA inh: 0.0; HTR5A inv ctr: -3.8; RTF Ca sens act: -5.3; Keap1 Nrf2 FP: 3.4; CAL-PDZ inh HTS: -5.2; HTR5A ag: -1.6

Results for CCCc1[nH]nc2c1C(c1ccc(OC)c(Cn3nnc4ccccc43)c1)C(C#N)=C(N)O2 (configuration not stated) ?
MOR-DOR inv ag: 19.8; V-ATPase pHluor: 0.7; Cardiac RTF inh: -2.4; OPRM1-OPRD1 ag: -4.3; LANA DNA inh: 1.1; HTR5A inv ctr: -3.9; RTF Ca sens act: 1.5; Keap1 Nrf2 FP: -1.6; HTR5A ag: -1.3

Results for Cc1ccccc1C(=O)N/N=C/c1cccc2ccccc12 ?
MOR-DOR inv ag: -10.2; V-ATPase pHluor: 0.3; Cardiac RTF inh: -4.9; OPRM1-OPRD1 ag: 2.3; LANA DNA inh: -1.1; HTR5A inv ctr: 17.4; RTF Ca sens act: 0.4; Keap1 Nrf2 FP: -1.5; CAL-PDZ inh HTS: 0.3; HTR5A ag: -4.8

What do the screens show for `c1ccc(-c2cn3nc4c(nc3n2)CCCC4)cc1`?
MOR-DOR inv ag: 8.9; V-ATPase pHluor: -0.1; Cardiac RTF inh: -26.7; OPRM1-OPRD1 ag: -1.8; LANA DNA inh: 41.5; HTR5A inv ctr: -15.7; RTF Ca sens act: 31.4*; Keap1 Nrf2 FP: 21.5*; CAL-PDZ inh HTS: -3.0; HTR5A ag: 7.2

Results for Cc1ccccc1N1C(=O)c2ccccc2N2C(=O)c3ccccc3C12 (configuration not stated) ?
MOR-DOR inv ag: 13.6; V-ATPase pHluor: 1.7; Cardiac RTF inh: -2.7; OPRM1-OPRD1 ag: -2.7; LANA DNA inh: -1.9; HTR5A inv ctr: -16.0; RTF Ca sens act: -2.5; Keap1 Nrf2 FP: -3.2; CAL-PDZ inh HTS: -1.7; HTR5A ag: 6.2

How did NS(=O)(=O)c1ccc(NC(=O)CSc2nc3ccccc3[nH]2)cc1 do in these assays?
MOR-DOR inv ag: 9.8; V-ATPase pHluor: 1.6; Cardiac RTF inh: -3.3; OPRM1-OPRD1 ag: -2.1; LANA DNA inh: 0.6; HTR5A inv ctr: 2.7; RTF Ca sens act: 1.6; Keap1 Nrf2 FP: 0.6; CAL-PDZ inh HTS: 3.2; HTR5A ag: -1.0

What do the screens show for `O=C(NC1CCN(C(=S)Nc2ccccc2)CC1)C1CCCCC1`?
MOR-DOR inv ag: 0.0; V-ATPase pHluor: 1.9; Cardiac RTF inh: 8.9; OPRM1-OPRD1 ag: 0.0; LANA DNA inh: -1.1; HTR5A inv ctr: 7.8; RTF Ca sens act: -2.6; Keap1 Nrf2 FP: -3.3; HTR5A ag: -2.9

How did Cc1ccc(Oc2cc(N3CCOCC3)nc(-c3ccccc3)n2)cc1 do in these assays?
MOR-DOR inv ag: 9.5; V-ATPase pHluor: 1.2; Cardiac RTF inh: -4.8; OPRM1-OPRD1 ag: -1.7; LANA DNA inh: 2.4; HTR5A inv ctr: -8.8; RTF Ca sens act: -2.5; Keap1 Nrf2 FP: 3.6; CAL-PDZ inh HTS: 0.8; HTR5A ag: -5.2

What do the screens show for `O=C(CSc1cccc[n+]1[O-])Nc1ccccc1C(F)(F)F`?
MOR-DOR inv ag: 9.3; V-ATPase pHluor: -2.3; Cardiac RTF inh: 1.5; OPRM1-OPRD1 ag: -1.9; LANA DNA inh: -0.5; HTR5A inv ctr: -20.9; RTF Ca sens act: -2.9; Keap1 Nrf2 FP: 1.3; HTR5A ag: 5.4

How did C#CCOCCOCCOCCNc1nc(N2CCN(C(=O)[C@H]([C@@H](C)CC)n3cc([C@@H](N)CO)nn3)CC2)nc(N2CCN(C(=O)[C@H]([C@@H](C)CC)n3cc([C@@H](N)Cc4ccc(O)cc4)nn3)CC2)n1 do in these assays?
MOR-DOR inv ag: 3.8; V-ATPase pHluor: -1.3; Cardiac RTF inh: -0.7; OPRM1-OPRD1 ag: -0.6; LANA DNA inh: 1.2; HTR5A inv ctr: -6.0; RTF Ca sens act: -1.8; Keap1 Nrf2 FP: -0.7; CAL-PDZ inh HTS: -0.4; HTR5A ag: 6.5

Results for CCCc1cc(=O)n2[nH]c(C)c(-c3ccccc3)c2n1 ?
MOR-DOR inv ag: -5.0; V-ATPase pHluor: 3.8; Cardiac RTF inh: -4.8; OPRM1-OPRD1 ag: 0.9; LANA DNA inh: 0.2; HTR5A inv ctr: 6.2; RTF Ca sens act: 4.0; Keap1 Nrf2 FP: -0.3; CAL-PDZ inh HTS: -2.9; HTR5A ag: 5.5

How did CC(NS(C)(=O)=O)C(c1cccs1)N1CCN(c2ccc(F)cc2)CC1 (configuration not stated) do in these assays?
MOR-DOR inv ag: 10.0; V-ATPase pHluor: 2.4; Cardiac RTF inh: -1.7; OPRM1-OPRD1 ag: -1.8; LANA DNA inh: 1.6; HTR5A inv ctr: -15.3; RTF Ca sens act: -1.9; Keap1 Nrf2 FP: -1.2; CAL-PDZ inh HTS: -0.4; HTR5A ag: -0.4

How did COc1ccc(-c2c(-c3cc(OC)cc(OC)c3)n(C)c3ccc(-c4ccc(N(C)C)nc4)cc23)cc1 do in these assays?
MOR-DOR inv ag: 10.9; V-ATPase pHluor: -1.3; Cardiac RTF inh: 4.5; OPRM1-OPRD1 ag: -1.9; LANA DNA inh: 0.4; HTR5A inv ctr: -37.6; RTF Ca sens act: 3.4; Keap1 Nrf2 FP: 0.0; CAL-PDZ inh HTS: -6.1; HTR5A ag: 5.1

What do the screens show for `O=C1C2C3C=CC(C3)C2C(=O)N1c1ccc2c(c1)CCC2` (configuration not stated)?
MOR-DOR inv ag: 7.3; V-ATPase pHluor: -2.1; Cardiac RTF inh: 0.7; OPRM1-OPRD1 ag: -1.4; LANA DNA inh: -0.3; HTR5A inv ctr: -5.0; RTF Ca sens act: -0.2; Keap1 Nrf2 FP: -2.4; HTR5A ag: 1.6

How did CCN(CC)S(=O)(=O)c1cc(NC(=O)CSc2nnc(-c3cccs3)o2)ccc1C do in these assays?
MOR-DOR inv ag: 0.8; V-ATPase pHluor: 3.8; Cardiac RTF inh: -9.7; OPRM1-OPRD1 ag: -0.1; LANA DNA inh: 0.7; HTR5A inv ctr: -41.5; RTF Ca sens act: 0.7; Keap1 Nrf2 FP: -2.2; CAL-PDZ inh HTS: -4.3; HTR5A ag: 3.5

Results for Cc1ccc(NS(=O)(=O)c2cc3c(cc2C)NC(=O)CO3)cc1 ?
MOR-DOR inv ag: 9.7; V-ATPase pHluor: 0.7; Cardiac RTF inh: 1.1; OPRM1-OPRD1 ag: -1.8; LANA DNA inh: 0.0; HTR5A inv ctr: -19.4; RTF Ca sens act: 0.2; Keap1 Nrf2 FP: -0.3; HTR5A ag: 4.8

How did CC(C)(C)NC(=O)C(c1ccncc1)N(Cc1ccc(F)cc1)C(=O)c1ccc(-c2ccccc2)[nH]1 (configuration not stated) do in these assays?
MOR-DOR inv ag: 9.9; V-ATPase pHluor: 1.0; Cardiac RTF inh: -5.6; OPRM1-OPRD1 ag: -1.8; LANA DNA inh: -0.6; HTR5A inv ctr: 2.5; RTF Ca sens act: 1.1; Keap1 Nrf2 FP: 0.7; CAL-PDZ inh HTS: -7.5; HTR5A ag: -0.9

Results for O=C(CN1C(=O)NC2(CCCc3ccccc32)C1=O)N1CCN(c2cccc(C(F)(F)F)c2)CC1 (configuration not stated) ?
MOR-DOR inv ag: -23.0; V-ATPase pHluor: 0.5; Cardiac RTF inh: 0.2; OPRM1-OPRD1 ag: 5.6; LANA DNA inh: -0.5; HTR5A inv ctr: 0.1; RTF Ca sens act: -3.8; Keap1 Nrf2 FP: 0.2; CAL-PDZ inh HTS: -4.8; HTR5A ag: -0.1

Results for O=C(O)c1c(-c2ccc(Cl)cc2)cn2ccccc12 ?
MOR-DOR inv ag: -2.5; V-ATPase pHluor: 0.4; Cardiac RTF inh: -4.9; OPRM1-OPRD1 ag: 0.4; LANA DNA inh: 0.5; HTR5A inv ctr: 1.0; RTF Ca sens act: 6.4; Keap1 Nrf2 FP: -1.9; CAL-PDZ inh HTS: 99.9*; HTR5A ag: -0.4

What do the screens show for `Cc1cccc(NC(=S)N(CCN(C)C)Cc2cc3cc(C)ccc3[nH]c2=O)c1`?
MOR-DOR inv ag: 6.3; V-ATPase pHluor: -1.1; Cardiac RTF inh: 7.9; OPRM1-OPRD1 ag: -1.2; LANA DNA inh: 2.3; HTR5A inv ctr: 25.2; RTF Ca sens act: -0.4; Keap1 Nrf2 FP: -0.9; CAL-PDZ inh HTS: -1.3; HTR5A ag: -10.2
